Source: PubChem BioAssay
b-catenin transl: alters nuclear translocation of beta-catenin in HeLa cells. nuclear translocation activity, % at 5 µM. immunofluorescence imaging. 0.3% of 190,000 active;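 active = nuclear translocation activity above 50% at 5 µM, with a well cell count of 50 or more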;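 also: per-cell ratio of nuclear to cytoplasmic median beta-catenin stain intensity; plate controls were DMSO negative control for no effect and GSK-3 inhibitor IX positive control for full effect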
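Test system: human HeLa cells, native beta-catenin. Compound dosing: 5 µM primary single dose, 0.1% DMSO, 0.02–20 µM confirmation series. Incubation: compound exposure 24 h at 37°C. Detection: beta-catenin immunostaining with DAPI counterstain, 20x imaging, 6 fields/well. Read-out basis: Nuclear/cytoplasmic beta-catenin signal ratio, % activation.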
human PMI inhibition: MPI enzyme activity inhibition – biochemical, fluorescence intensity, coupled assay, primary screen (AID 1209); purified PMI enzyme, coupled fluorescence intensity; higher % means a stronger effect; inhibition, % at 20 µM, or IC50 in µM where a hit was titrated; 0.42% of 190,000 active;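 also: plate controls were DMSO vehicle for no effect and wells lacking substrate for full effect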
Hep lipid drop: hepatic lipid droplet formation modulation | AML12 mouse hepatocytes, oleate lipid droplets, BODIPY imaging | inhibition, % at 6.5 µM | 0.4% of 240,000 active;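 active = lipid droplet intensity inhibited by at least 50%, with more than 500 cells counted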
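Test system: AML12 hepatocytes (mouse); reagent: oleate loading, 100 µM; dosing: one dose, 6.5 µM compound; incubation: overnight exposure; signal: fluorescence imaging, 20x objective, two fields per well; read-out basis: % inhibition of corrected integrated BODIPY droplet signal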
T cell modulator: T cell immune modulation candidate; 2C CD8+ T cell-vesicle binding, flow cytometry; hits give low values; calls only at 7 µM; 0.068% of 330,000 active; AID 2052;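 active = response, share of CD8 T cells binding vesicles, and their 90th percentile fluorescence all below set limits, cut at about 80% in these data, passing the limit was not always enough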
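Read-out – percent CD8+ FL2 mean versus row control · System – murine 2C transgenic CD8+ T lymphocytes · Times – 1.5 h cell–vesicle binding at 37 °C, then 20 min icy labelling · Control set – naked vesicles low, QL9 vesicles with vehicle high · Detection – cytometric PE anti-B7-1 and Alexa647 anti-CD8 signals after 1% paraformaldehyde fixation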
MT stabilize HCS: stabilizes microtubules in HeLa cells; % tubulin-high responders, % at 10 µM; AID 2205; HeLa tubulin immunostaining HCS, 24 h; share of cells brighter than vehicle mean+2SD; 0.83% of 200,000 active;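 active = plate Z-score above 3 for both tubulin-high and condensed-nucleus cell shares, with cell loss under 80%, at 10 µM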;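 also: anti alpha tubulin signal scored within the nucleus-defined area of each cell; some results filed as inactive read as strong as hits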
Autophagy HCS: alters autophagy in cells. MEF GFP-LC3 puncta imaging; test concentration mostly 10 µM. calls only at 10 µM (by protocol). 0.98% of 190,000 active;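 active = percentage of spot-positive cells more than 3 SD above its plate mean, without a fluorescence outlier flag or 80% toxicity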;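 also: spot-positive cell cutoff set from DMSO-treated cells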
TNAP activation fold: stimulation of alkaline phosphatase TNAP activity – biochemical, luminescent, no phosphate acceptor, uHTS, primary screen (AID 1001) | 0.03% of 200,000 active | activation fold at 20 µM; hits with a dose series show EC50 in µM | purified TNAP, luminescent activation assay, no phosphate acceptor; higher activation fold means a stronger effect; in the data active = activation fold from about 3, or a potency from the dose series; inactive = the rest, 99 in 100 with activation fold below about 1.6; also: many of its hits are not listed in these tables
Insulin prom up: MIN6 insulin promoter up-regulation; MIN6 insulin promoter-GFP reporter, high-content imaging; hits give high values; z-score at 5 µM; 0.3% of 190,000 active;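 active = z-score above 3 at 5 µM with at least 500 cells counted in the well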
human PMI inhibitors: MPI inhibition at elevated mannose 6-phosphate – biochemical, fluorescence intensity, high mannose 6-phosphate, primary screen (AID 1220); inhibition, % at 20 µM; hits with a dose series show IC50 in µM; 0.66% of 190,000 active; recombinant PMI enzyme, coupled fluorescence intensity; higher % means a stronger effect
Insulin prom up cell count: recorded beside Insulin prom up, whose call it bears; cell count; measured here: cytotoxicity, nuclei count;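 total cells summed across four imaged fields per well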
Hep lipid drop cells 6.5 µM: recorded beside Hep lipid drop, whose call it bears; cell count; measured here: cell count, cytotoxicity flag;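 cells counted across two imaged fields per well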
b-catenin transl cell count 5 µM: further read-out of b-catenin transl, marked with its call; cell count; measured here: cell count, cytotoxicity flag
T cell modulator vesicle-bound %: second read-out of T cell modulator, no call of its own (marks repeat the call); double positive events, %; measured here: CD8+ vesicle-bound cell fraction;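 binding gate set so that unloaded-vesicle control wells show 10% double positive cells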
MT stabilize HCS Hoechst-high %: further read-out of MT stabilize HCS, marked with its call; % Hoechst-high responders; measured here: nuclear condensation Hoechst responders;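 share of cells brighter than vehicle mean plus two SD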
MT stabilize HCS cytotoxicity %: recorded beside MT stabilize HCS, whose call it bears; toxicity, %; measured here: cytotoxicity by cell density;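 0% = mean cell density of plate MIN control wells and 100% = no cells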
Autophagy HCS cell loss 18 h: also measured in Autophagy HCS; calls as there; toxicity, %; measured here: cell loss, nuclei count;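 cell loss after 18 h compound exposure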
* = called active by the depositor; i = inactive; . = no result given. Rule as the data show it, unless noted: active = inhibition above about 50%; inactive = the rest.

SMILES	b-catenin transl	b-catenin transl cell count 5 µM	human PMI inhibition	Hep lipid drop	Hep lipid drop cells 6.5 µM	T cell modulator	T cell modulator vesicle-bound %	MT stabilize HCS	MT stabilize HCS Hoechst-high %	MT stabilize HCS cytotoxicity %	Autophagy HCS	Autophagy HCS cell loss 18 h	TNAP activation fold	Insulin prom up	Insulin prom up cell count	human PMI inhibitors
CC1(C(=O)CSc2n[nH]c(-c3ccccc3Cl)n2)CCC(=O)O1 (stereo not given)	-0.7	1335	20%	.	.	i	42	5.3	3.5	8.0	i	11	0.5	-0.4	1321	-12%
COc1ccc(C2(O)CN(c3ccccc3)C3=[N+]2CCS3)cc1OC (stereo not given)	1.2	991	-2%	1	667	i	50	5.5	2.4	12	i	-2	1	0.18	1217	-3%
CCCCc1nc(SCc2ccc([N+](=O)[O-])cc2)n[nH]1	0.1	1509	4%	2	717	i	47	2.6	2.0	2.6	i	20	0.7	.	.	-3%
CCCCSc1nc2ccc(Nc3nc(N4CCOCC4)nc(N4CCOCC4)n3)cc2s1	-2.2	1399	8%	.	.	i	61	2.0	1.8	12	i	-1	1	-1.9	1451	12%
O=c1[nH]ncc(NCCc2ccccc2)c1Cl	2.1	873	4%	11	768	i	19	.	.	.	i	-9	1.1	-0.08	1480	3%
O=C(CSc1ccc(C(F)(F)F)cn1)Nc1ccccc1	-3.3	1254	.	7	731	i	21	.	.	.	.	.	.	-0.19	1400	.
CCN(Cc1ccccc1)C(=O)CCc1nnc(CCCc2ccccc2)o1	0.1	1105	5%	0	662	i	6	3.3	2.1	6.5	i	-16	1	1	1445	2%
CCCN1C2=NCCCN2c2ccccc21	0.0	1310	-1%	.	.	i	38	4.1	1.6	6.8	i	0	1.1	1	1305	-3%
COc1ccccc1C1(CC(=O)Nc2nccs2)CCOC(C(C)C)C1 (stereo not given)	-0.6	1420	9%	.	.	i	29	3.0	1.0	11	i	-27	1.1	-0.32	1643	4%
COc1ccc(OCCSc2nnc(-c3ccoc3C)n2C)cc1	-4.3	990	4%	.	.	i	20	3.8	2.5	7.2	i	5	1.2	-0.19	1258	8%
COc1ccc(-c2cc(NCCc3ccncc3)n3ncnc3n2)cc1	-3.7	1080	16%	4	751	i	50	4.5	2.3	7.7	i	-2	1.1	0.52	1184	6%
O=C(CN1C(=O)S/C(=C\C=C\c2ccccc2)C1=O)N1CCOCC1	0.2	1334	.	13	705	i	22	.	.	.	.	.	.	-0.03	1125	.
Cc1ccnc(NS(=O)(=O)c2ccc(N)cc2)n1	1.1	1283	7%	.	.	i	64	3.0	1.9	5.2	i	6	1	0.49	1710	2%
NNC(=S)Nc1ccc(Cl)cc1	-5.1	1064	6%	4	662	i	14	2.6	1.3	10	i	21	1.2	-0.42	1677	1%
CC(=O)Nc1ccc(N2CCC(C)CC2)c([N+](=O)[O-])c1	-2.0	1093	2%	0	643	i	64	4.0	3.2	10.0	i	-2	1	0.55	1627	1%
Cc1ccc(/C=C2\Oc3c(ccc(O)c3CN3CCN(C)CC3)C2=O)cc1	0.7	1018	3%	4	722	i	59	3.2	3.4	7.0	i	-4	0.9	-0.78	1105	1%
CCOC(=O)CNC(=O)c1ccc(C)cc1	-1.8	1114	7%	-1	753	i	13	1.1	1.6	12	i	6	1.1	0.73	828	7%
O=C1NC[C@@H](Cc2cccc3ccccc23)N(CCc2cc(C(F)(F)F)cc(C(F)(F)F)c2)C1=O	0.0	1310	.	31	729	i	38	.	.	.	.	.	.	-0.54	1114	.
COc1ccc(NC(=O)CCSc2ccc(C)cc2)cc1S(=O)(=O)Nc1ccccc1Cl	-2.7	1137	25%	-20	622	i	26	4.1	2.3	7.7	i	9	1.1	0.63	1438	24%
COc1ccc(OC)c(Nc2ncnc3sc(-c4ccccc4)cc23)c1	3.7	1087	23%	-9	460	i	38	4.9	3.3	2.7	i	15	1.2	0.5	1279	14%
COc1cccc(/C=N/NC(=O)c2cnccn2)c1OC	-0.8	1258	.	-7	743	i	44	.	.	.	.	.	.	0.8	1029	.
CN(C(=O)c1cnccn1)c1nnc(-c2cnccn2)s1	-0.5	1425	-6%	.	.	i	28	4.7	1.8	3.2	i	1	1.1	-0.15	1634	-3%
N#Cc1ccc(OCC(=O)N/N=C/C2CC=CCC2)cc1 (stereo not given)	0.7	1121	-2%	-2	714	i	36	2.8	2.7	7.6	i	2	1.1	0.29	1398	16%
Cc1ccc(C(=O)N[C@H](C(=O)OCC(=O)c2ccc[nH]2)C(C)C)cc1	-1.6	1013	-15%	-3	570	i	42	1.6	2.8	12	i	-4	1.2	0.31	1471	-13%
COc1ccccc1Nc1nc(NCC2CCCO2)c2ccccc2n1 (stereo not given)	3.9	972	14%	0	682	i	73	2.4	2.7	4.3	i	9	1	-2	991	8%
COc1ccc(N2CCN(c3oc(COc4ccccc4)nc3C#N)CC2)cc1	-5.2	1085	13%	-54	687	i	57	2.3	1.7	5.1	i	11	1	-1.8	852	21%
O=C(N/N=C\c1ccc(F)cc1)c1csnn1	0.8	1347	13%	.	.	i	1	2.4	2.1	10	i	17	1.1	-0.29	1457	4%
CCCCCN(C(=O)CN(C)Cc1ccc(OC)cc1OC)c1c(N)n(CCCC)c(=O)[nH]c1=O	-1.8	1186	5%	3	780	i	19	2.6	2.2	6.9	i	1	1.1	0.06	945	-4%
Cc1cc(C)cc(NC(=O)c2ccccc2CC[N+](=O)[O-])c1	4.9	1017	1%	0	666	i	50	3.4	2.8	6.7	i	22	1.1	0.11	1685	4%
COc1ccc(C)cc1-n1c(SCC(=O)Nc2cc(C)on2)nc2sc(C)c(C)c2c1=O	-4.5	976	9%	.	.	i	28	6.3	1.7	3.7	i	18	1.2	-0.06	1015	3%
CC(/C=N/N1CCN(c2ccccn2)CC1)=C\c1ccccc1	-0.5	1135	20%	14	649	i	46	2.1	2.1	6.6	i	9	1.1	0.46	1553	21%
O=C(O)Cc1ccc(NC(=O)c2ccc(Cl)c(Cl)c2)cc1	-0.3	1478	6%	2	692	i	15	2.3	4.0	5.2	i	16	1	-0.08	1468	6%
COCCNC(=O)C1CCCN(S(=O)(=O)c2c(C)noc2/C=C/c2cccs2)C1 (stereo not given)	0.2	1337	.	0	703	i	19	.	.	.	.	.	.	0.21	1064	.
O=C(Cc1ccc(S(=O)(=O)N2CCCCC2)s1)Nc1ccc(F)c(F)c1	-1.5	1049	5%	-13	549	i	6	1.6	2.7	7.4	i	-10	1.2	-0.44	1386	14%
CCN(CC)C(=O)c1sc2nc(Cc3ccccc3)[nH]c(=O)c2c1C	0.2	1011	1%	10	718	i	49	4.1	1.5	3.4	i	-8	1	-0.55	1291	9%
Cc1sc2nc(CN3CCCC3)nc(N3CCN(S(=O)(=O)c4cccs4)CC3)c2c1C	-1.5	1143	12%	.	.	i	38	4.0	2.3	12	i	15	1.1	-0.22	1009	7%
Cc1cc(C)c(C)c(OCC(=O)N2CCCCCC2)c1	-3.8	1122	9%	8	794	i	22	1.4	1.5	5.1	i	2	1.1	.	.	12%
CCOC(=O)C1=C(N)Oc2cc(C)n(C)c(=O)c2C1c1ccncc1 (stereo not given)	0.3	1016	10%	-3	665	i	28	5.4	2.1	7.0	i	-3	1.1	.	.	14%
CC(=O)CCS(=O)(=O)c1ccc(C)c(C)c1	-7.5	1163	-8%	-6	789	i	14	3.1	2.3	3.9	i	-14	1	0.72	1048	-15%
CC(C)N1C(=O)CCN(C=O)c2ccccc21	.	.	-3%	18	753	i	6	2.8	1.9	4.9	i	2	1.1	.	.	-2%
COc1ccc(O)c(/C=N/N2CCOCC2)c1	-0.5	1290	.	-8	575	i	14	.	.	.	.	.	.	-0.13	1128	.
Cn1c(=O)cc(-c2ccccc2)c2ccccc21	-1.2	1025	2%	11	610	i	55	1.5	1.7	17	i	-4	1.1	0.21	1232	0%
COc1ccc(Cc2noc(CN3CCN(C4CCc5ccccc5C4)CC3)n2)cc1OC (stereo not given)	0.1	1428	-2%	-2	732	i	57	2.7	1.8	6.2	i	21	1	-0.8	1518	9%
CC(=O)c1c(OC(=O)c2ccc(C)cc2)c2ccccc2n1C	-0.3	1045	4%	8	591	i	13	1.5	1.9	8.7	i	5	1.1	0.43	1889	-3%
Fc1ccc(Nc2ncnc3sc4c(c23)CCC4)cc1	7.8	1019	-2%	24	664	i	23	2.0	1.2	5.1	i	2	1.1	-0.02	1672	-12%
Cc1ncoc1C(=O)N1CCCC(C(=O)c2ccc(-c3ccccc3)cc2)C1 (stereo not given)	-0.9	1006	0%	2	703	i	50	0.9	0.4	4.4	i	8	1.1	-0.27	1593	-5%
CSC1=C(C#N)C(c2ccc(Cl)cc2)C2=C(CC(C)(C)CC2=O)N1 (stereo not given)	-3.7	1052	-36%	.	.	i	43	.	.	.	.	.	1.1	0.78	1276	-27%

Some of the entries so far, with values under each structure.
Value order – b-catenin transl	b-catenin transl cell count 5 µM	human PMI inhibition	Hep lipid drop	Hep lipid drop cells 6.5 µM	T cell modulator	T cell modulator vesicle-bound %	MT stabilize HCS	MT stabilize HCS Hoechst-high %	MT stabilize HCS cytotoxicity %	Autophagy HCS	Autophagy HCS cell loss 18 h	TNAP activation fold	Insulin prom up	Insulin prom up cell count	human PMI inhibitors
Cn1c(=O)cc(-c2ccccc2)c2ccccc21
→ -1.2	1025	2%	11	610	i	55	1.5	1.7	17	i	-4	1.1	0.21	1232	0%
Fc1ccc(Nc2ncnc3sc4c(c23)CCC4)cc1
→ 7.8	1019	-2%	24	664	i	23	2.0	1.2	5.1	i	2	1.1	-0.02	1672	-12%
COc1ccc(Cc2noc(CN3CCN(C4CCc5ccccc5C4)CC3)n2)cc1OC (stereo not given)
→ 0.1	1428	-2%	-2	732	i	57	2.7	1.8	6.2	i	21	1	-0.8	1518	9%
